Screens from PubChem.
PLK1 PBD block = blocks phosphopeptide binding to human PLK1 polo-box domain; P53350; Plk1 PBD binding of FITC phosphopeptide, fluorescence polarization; Potency, µM, inactives show max response, negative = inhibition, usual class: inhibitors; actives 2.8% (n = 360,000); note: potency is the fitted concentration of half-maximal effect; series mostly up to about 57 µM; % is set by controls: 0 for no effect and ±100 for the full control effect; nearly all actives have a fitted effect of over 65% in size
Target sequence (P53350 whole entry, looked up, the tested form may be a part): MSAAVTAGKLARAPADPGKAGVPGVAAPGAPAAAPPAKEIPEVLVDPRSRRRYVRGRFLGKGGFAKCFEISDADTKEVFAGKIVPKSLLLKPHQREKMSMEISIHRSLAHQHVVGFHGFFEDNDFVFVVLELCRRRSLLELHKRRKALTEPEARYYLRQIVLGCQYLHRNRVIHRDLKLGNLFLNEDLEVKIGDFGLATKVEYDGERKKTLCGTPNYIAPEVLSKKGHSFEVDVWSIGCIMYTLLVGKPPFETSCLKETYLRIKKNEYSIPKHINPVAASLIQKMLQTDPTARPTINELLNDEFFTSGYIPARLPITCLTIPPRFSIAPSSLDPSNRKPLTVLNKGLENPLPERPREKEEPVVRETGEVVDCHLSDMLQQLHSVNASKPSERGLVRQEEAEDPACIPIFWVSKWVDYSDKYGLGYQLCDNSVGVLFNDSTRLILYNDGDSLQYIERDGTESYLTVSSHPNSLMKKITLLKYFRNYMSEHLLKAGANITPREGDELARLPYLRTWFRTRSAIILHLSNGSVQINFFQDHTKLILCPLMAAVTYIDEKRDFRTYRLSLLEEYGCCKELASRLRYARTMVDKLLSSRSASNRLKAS
EPAC1 antag = blocks human EPAC1 exchange factor | O95398 | EPAC1 GEF assay, Rap1b-BODIPY-GDP exchange fluorescence | Potency, µM (doses to about 115 µM), without a hit: at the highest dose activity change, negative = inhibition, actives largely listed as inhibitors | actives 0.14% (n = 360,000) | AID 720709;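 note: potency is the fitted concentration of half-maximal effect; plate controls were vehicle for no effect and positive control for full effect; nearly all actives have a fitted effect of over 50% in size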
EPAC1 agonist = EPAC1 (human) agonism; EPAC1 agonist qHTS, biochemical assay; response scale: 100% = response to 6.5 mM cAMP; Potency, µM (titrated, usually from 154 µM), for inactives: top-dose activation, hits mostly activators; actives 0.073% (n = 360,000); AID 720707; note: potency is the fitted concentration of half-maximal effect; nearly all actives have a fitted effect of over 60% in size
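Fluorescent GDP-exchange assay: 100 nM EPAC1 with 250 nM Rap1B preloaded with BODIPY-GDP and 50 uM GDP; compounds tested as concentration series, 5 min at room temperature, then read every 5 min for 30 min (ex 480/em 540 nm); normalized to 6.5 mM cAMP.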
PI5P4Ka inh = inhibitors of human PI5P4K alpha; P48426; AID 652105; PI5P4Kalpha enzyme, ADP-Glo luminescence, 60 min; hits give low values; max response, %; actives 1.2% (n = 330,000); active = max response of -50% or lower; inconclusive = between -30% and -50%; inactive = -30% or higher; note: value at the top dose of about 77 µM; % is set by controls: 0 for no effect and ±100 for the full control effect
Target sequence (P48426 whole entry, looked up): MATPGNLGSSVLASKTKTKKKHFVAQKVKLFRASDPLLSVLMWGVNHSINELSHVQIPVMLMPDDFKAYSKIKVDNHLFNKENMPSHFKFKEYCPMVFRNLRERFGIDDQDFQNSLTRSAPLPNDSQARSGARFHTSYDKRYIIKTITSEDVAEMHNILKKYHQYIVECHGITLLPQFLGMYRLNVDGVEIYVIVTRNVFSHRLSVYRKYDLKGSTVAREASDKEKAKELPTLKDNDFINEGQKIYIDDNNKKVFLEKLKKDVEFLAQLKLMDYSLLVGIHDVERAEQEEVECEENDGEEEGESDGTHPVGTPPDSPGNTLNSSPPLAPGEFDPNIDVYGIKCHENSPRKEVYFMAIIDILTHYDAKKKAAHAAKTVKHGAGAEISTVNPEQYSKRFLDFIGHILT
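Enzyme plus substrate dispensed, test compounds pinned in, then ATP (5 microM final) added. After 60 min at RT, ADP-Glo reagent 1 for 45 min and reagent 2 for 30 min preceded luminescence imaging.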
WRN inhibitor = inhibitors of human WRN helicase | Q14191 | WRN helicase unwinding, fluorescent forked duplex, kinetic | Potency, µM (titrated, usually from 114 µM), inactives show top-dose activity change, negative = inhibition, most hits filed as inhibitors | actives 0.46% (n = 360,000) | AID 651768; note: potency is the fitted concentration of half-maximal effect; % is set by controls: 0 for no effect and ±100 for the full control effect; nearly all actives have a fitted effect of over 55% in size
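Kinetic fluorescence helicase assay: unwinding of a quenched forked DNA duplex (100 nM final) with 2 mM ATP final raises red fluorescence (525/598 nm). Compounds sat 15 min at room temperature with 20 nM WRN beforehand.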
CCT chaperon mod = modulators of cytosolic chaperonin (CCT/TRiC) activity | purified chaperonin ATPase assay, HTRF ADP detection, 30 min | activity change, % (concentration not given with the values), hits read low | actives 0.3% (n = 360,000); in the data active = activity change below about -30%; note: % is set by controls: 0 for no effect and ±100 for the full control effect
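First, chaperonin was dispensed at 40 nM or 20 nM final depending on batch activity. Next, compounds were pinned at 76 uM and ATP added at 10 uM. After 30 min at 37 °C, ADP detection reagents ran 30 min at ambient temperature.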
MmCpn inh = inhibitors of Methanococcus maripaludis chaperonin (MmCpn); purified Mm-Cpn ATPase, ADP Transcreener TR-FRET; Potency, µM (series often up to 76.9 µM), without a hit: top-dose activity, negative = inhibition, most hits filed as inhibitors; actives 0.031% (n = 330,000); AID 504842; note: potency is the fitted concentration of half-maximal effect; % is set by controls: 0 for no effect and ±100 for the full control effect; nearly all actives have a fitted effect of over 80% in size
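ATP (10 uM final) was added to archaeal chaperonin (25 nM final) after 10 min exposure to test compound at 37°C; after 30 min further incubation, ADP was detected by competitive TR-FRET.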
EPAC2 antagonist = EPAC2 (human) antagonism. Q8WZA2. EPAC2 GEF exchange of Rap1B-BODIPY-GDP, fluorescence. Potency, µM (titrated, usually from 114 µM), for the others: at the top dose activity, negative = inhibition, actives largely listed as inhibitors. actives 0.18% (n = 360,000). AID 720708; note: potency is the fitted concentration of half-maximal effect; % is set by controls: 0 for no effect and ±100 for the full control effect; nearly all actives have a fitted effect of over 45% in size; many of its hits are not listed in these tables
* = called active by the depositor; u = inconclusive; x = no result given; [ ] = dose if it differs, or a comment. Unless noted, calls come from the whole dose curve; as a rule, active = well fitted curve in the direction sought with a large enough effect; inconclusive = small, poorly fitted or top-dose-only effect, or another doubt; inactive = no such curve, though single readings can be large; an effect the other way counts as inactive or inconclusive. Not all compounds are listed; rates above refer to the full screens.

1: C=CCn1c(SCC(=O)Nc2nc(C)cs2)nnc1C(NC(=O)c1ccccc1)C(C)C (configuration not stated)
2: C=CCn1c(SCC(=O)Nc2c(C)cccc2C)nnc1-c1cnccn1
3: CCCn1c(C)cc(-c2csc(NC(=O)CCc3nc4ccccc4c(=O)[nH]3)n2)c1C
4: COc1ccc(/C=C/C(=O)Nc2nc(C)cc(C)n2)cc1OC
5: COCc1cc(C)n(CC(=O)Nc2ccccc2OC)c(=O)c1C#N
6: O=C(COC(=O)C1CCC1)Nc1ccc(Cl)cn1
7: COc1cccc(/C=N\Nc2nncc(-c3ccccc3)n2)c1
8: CC(C)NC(=O)c1ccc(CN2CCc3ccccc3C2)cc1
entry no.	1	2	3	4	5	6	7	8
PLK1 PBD block	-6%	-8%	-18%	30µM*	27µM*	-7%	2%	-13%
EPAC1 antag	8%	-1%	1%	7%	-1%	4%	11%	-22%
EPAC1 agonist	1%	4%	-17%	-2%	11%	-8%	3%	6%
PI5P4Ka inh	2	-1	-6	-14	-18	-4	-13	-1
WRN inhibitor	7%	2%	-4%	9%	8%	-1%	0%	-3%
CCT chaperon mod	-0.6	0.8	-1.3	-1.9	-0.5	0.3	0.6	-0.6
MmCpn inh	0%	-1%	-4%	5%	0%	2%	0%	-1%
EPAC2 antagonist	7%	25%	4%	5%	0%	3%	13%	-2%

9: COc1ccc(CNC(=O)Cc2cccs2)cc1OC
10: O=C(Nc1cccc(C(F)(F)F)c1)C1(c2ccccc2)CC1
11: Cc1cc(C)nc(NS(=O)(=O)c2ccc(Br)s2)c1
12: CCOC(=O)C(CC)(CCC(=O)O)c1csc(Nc2ccc(C)cc2)n1 (configuration not stated)
13: CC/C(=N\O)c1ccc(O)c(OC)c1
14: O=C(CCNS(=O)(=O)c1ccc(Br)s1)NC1CCCC1
15: O=C(C1CCN(c2nnnn2-c2ccccc2)CC1)N1CCN(c2ccccc2)CC1
16: CN(C(=O)CC1C(=O)NCCN1Cc1ccccc1C(F)(F)F)C1CCOCC1 (configuration not stated)
entry no.	9	10	11	12	13	14	15	16
PLK1 PBD block	0%	u	-24%	-4%	-4%	-3%	0%	11µM*
EPAC1 antag	-3%	-12%	u	-13%	4%	11%	0%	-19%
EPAC1 agonist	2%	14%	-4%	-3%	4%	5%	0%	10%
PI5P4Ka inh	-9	17	-7	-1	x	x	x	-9
WRN inhibitor	8%	-25%	0%	-23%	5%	8%	1%	-8%
CCT chaperon mod	1.6	-17	-3.3	1.3	-2.2	-1.3	-0.5	0.3
MmCpn inh	2%	-1%	-3%	0%	1%	-3%	-7%	-2%
EPAC2 antagonist	7%	-5%	-11%	-6%	-3%	3%	3%	0%

Down the list, from the results shown:
MmCpn inh, nos. 9–16: 2%, -1%, -3%, 0%, 1%, -3%, -7%, -2%
CCT chaperon mod, nos. 9–16: 1.6, -17, -3.3, 1.3, -2.2, -1.3, -0.5, 0.3
EPAC2 antagonist, nos. 9–16: 7%, -5%, -11%, -6%, -3%, 3%, 3%, 0%

(next part)
17: Cc1sc2nc(CSc3ccccc3)nc(NCCN(C)C)c2c1C
18: O=C(CN1C(=O)C2(OCCO2)c2cc(Br)ccc21)NO
19: COc1ccccc1C(=O)OCCNC(=O)Cn1cnc2c1c(=O)n(C)c(=O)n2C
20: CCOC(=O)C(NS(=O)(=O)c1ccc(Br)cc1)C(C)C (configuration not stated)
21: O=C(COc1ccc2c3c(c(=O)oc2c1)CCCC3)N1CCN(c2ccccc2)CC1
22: Cc1nn(C)cc1C(C(=O)NC1CCCCC1)N(C(=O)Cn1nnc2ccccc21)c1ccc(F)cc1 (configuration not stated)
23: COc1ccccc1CC1(C)C(=O)Nc2c(Cl)cccc21 (configuration not stated)
24: C=C(C)C(=O)Nc1cccc(C2=NOC3(C2)C[C@H](C(N)=O)N(C(=O)/C=C/C)C3)c1 (some centres not stated)
entry no.	17	18	19	20	21	22	23	24
PLK1 PBD block	0%	4%	-1%	-5%	3%	-12%	-13%	-23%
EPAC1 antag	-18%	-17%	13%	-2%	5%	8%	-14%	u
EPAC1 agonist	-9%	-12%	4%	3%	-3%	5%	-6%	-2%
PI5P4Ka inh	-2	-5	2	x	1	x	0	-11
WRN inhibitor	4%	2%	6%	-8%	4%	-6%	-4%	-29%[57.1 µM]
CCT chaperon mod	-1.6	-3.1	2.2	-0.3	1.5	-2.2	-2.6	-50*
MmCpn inh	3%	x	0%	1%	2%	1%	x	-5%
EPAC2 antagonist	-2%	10%	11%	-7%	-1%	-1%	u	10%

25: COc1ccc(CCNC(=O)C(=O)NCc2ccc(Cl)cc2)cc1OC
26: O=C(NC1CCCCC1)C(c1cccc2ccccc12)n1c(=O)c(-c2ccco2)nc2ccccc21 (configuration not stated)
27: CCOC(=O)C1=C(C)NC2=C(C(=O)CCC2)C1c1ccc(N(C)C)cc1 (configuration not stated)
28: CC1C(=O)N2CCCc3cc(NC(=O)COc4ccccc4)cc1c32 (configuration not stated)
29: Cc1ccc(N=C2NC(=O)/C(=C\c3ccc(C)s3)S2)cc1
30: O=C(CC1(O)C(=O)Nc2ccccc21)c1ccc2c(c1)OCO2 (configuration not stated)
31: CCCCn1c(N)c(N(CCOC)C(=O)CCS(=O)(=O)c2ccc(Cl)cc2)c(=O)[nH]c1=O
32: CSc1cc(C)c(OCC(=O)Nc2ccc(NC(C)=O)cc2)c(C)c1
entry no.	25	26	27	28	29	30	31	32
PLK1 PBD block	-6%	u	-9%	-4%	4%	-13%	-13%	-13%
EPAC1 antag	-15%	-23%	1%	10%	-1%	-3%	-2%	-16%
EPAC1 agonist	4%	-6%	4%	6%	-7%	10%	-1%	-1%
PI5P4Ka inh	2	-82*	x	-3	-5	x	14	-2
WRN inhibitor	3%	-7%	0%	6%	10%	-10%	14%	-5%
CCT chaperon mod	-1.0	x	-3.0	-2.0	1.0	-1.4	-11	0.9
MmCpn inh	-5%	x	-2%	-1%	-1%	1%	3%	4%
EPAC2 antagonist	8%	3%	7%	17%	19%	-2%	-6%	-7%

33: CC(C)Cn1cc(C(=O)NCC2CCCO2)c2c3ccccc3n(C)c2c1=O (configuration not stated)
34: O=C(NCc1ccco1)/C(=C\c1ccco1)NC(=O)c1cccs1
35: CC1CCCCN1c1nc2nonc2nc1N1CCCCC1C (configuration not stated)
36: O=C1c2ccccc2C(=O)N1CCc1nc(-c2cccnc2)no1
37: CCCCN1CC[C@H]2C=CC[C@@H](C(=O)Nc3ccc(Cl)c(C(F)(F)F)c3)[C@H]2C1=O
38: COc1ccc(S(=O)(=O)Oc2ccccc2C(N)=O)cc1
39: CCn1c(=O)cc(NC2=NCC(C)CN2c2cccc(Cl)c2)n(C)c1=O (configuration not stated)
40: CCc1cccc(CC)c1NC(=O)CO/N=C(\C)c1cccs1
entry no.	33	34	35	36	37	38	39	40
PLK1 PBD block	-18%	-10%	-14%	-5%	0%	-3%	-2%	3%
EPAC1 antag	-10%	18%	-10%	2%	-14%	10%	2%	3%
EPAC1 agonist	2%	6%	3%	4%	6%	-4%	1%	-3%
PI5P4Ka inh	x	-3	0	x	-1	2	x	8
WRN inhibitor	-6%	5%	1%	-1%	-9%	4%	0%	4%
CCT chaperon mod	-2.0	-0.2	-1.3	-1.2	-0.8	0.1	0.5	-2.9
MmCpn inh	1%	2%	0%	5%	x	0%	0%	2%
EPAC2 antagonist	-2%	7%	5%	6%	-7%	6%	2%	-7%

Nos. 39 to 40, quoted:
39: CCn1c(=O)cc(NC2=NCC(C)CN2c2cccc(Cl)c2)n(C)c1=O (configuration not stated)
40: CCc1cccc(CC)c1NC(=O)CO/N=C(\C)c1cccs1
entry no.	39	40
PLK1 PBD block	-2%	3%
EPAC1 antag	2%	3%
EPAC1 agonist	1%	-3%
PI5P4Ka inh	x	8
WRN inhibitor	0%	4%
CCT chaperon mod	0.5	-2.9
MmCpn inh	0%	2%
EPAC2 antagonist	2%	-7%

Continuation:
41: CCn1cc([N+](=O)[O-])c(C(=O)Nc2nc(-c3ccc(C)cc3)c(C)s2)n1
42: Cc1ccc(C(=O)Nc2ncc3c(n2)CC(c2ccco2)CC3=O)cc1 (configuration not stated)
43: CC(NC(=O)c1cc(-c2ccccc2)on1)c1ccccc1 (configuration not stated)
44: O=C(Cn1nnc(-c2ccccc2F)n1)NCc1ccco1
45: CCCCCOC(=O)C1=C(C)NC(=O)NC1c1ccc(OC)cc1 (configuration not stated)
46: COc1cc(-c2nnc(SCC3(c4ccccc4)OCCO3)o2)cc(OC)c1OC
47: Cc1c2c(nc3ccccc13)CC(C)(C)CC2=O
48: CC(=O)c1ccc(NS(=O)(=O)Cc2ccc(Cl)cc2)cc1
entry no.	41	42	43	44	45	46	47	48
PLK1 PBD block	5%	-5%	-14%	-15%	7%	-3%	-9%	-1%
EPAC1 antag	8%	-5%	13%	0%	-10%	-3%	6%	11%
EPAC1 agonist	-14%	7%	5%	10%	-13%	1%	-7%	1%
PI5P4Ka inh	1	x	x	-23	-1	-1	-6	x
WRN inhibitor	-7%	-16%	-2%	11%	3%	-6%	-3%	-3%
CCT chaperon mod	-1.2	-0.7	0.1	-1.9	-3.5	2.2	1.6	1.3
MmCpn inh	-1%	-7%	4%	3%	1%	-5%	0%	-1%
EPAC2 antagonist	5%	-6%	17%	-1%	2%	-3%	2%	-3%

49: CC(=O)N1CCOc2ccc(S(=O)(=O)NCC3CCC(C(=O)Nc4ccc(C)cn4)CC3)cc21 (configuration not stated)
50: COc1ccc2oc(C(=O)OCC(=O)N3CC(C)CC(C)C3)c(C)c2c1 (configuration not stated)
51: S=C1NCCC12C(=S)Nc1ccccc12 (configuration not stated)
52: Cc1ccc(C(=O)NCCCCNC(=O)c2ccc(C)o2)o1
53: Cc1cc(C(=O)N/N=C2\CCCc3ccccc32)c(C)o1
entry no.	49	50	51	52	53
PLK1 PBD block	-13%	-7%	0%	-1%	-13%
EPAC1 antag	u	0%	3%	-7%	15%
EPAC1 agonist	-1%	14%	11%	-6%	19%
PI5P4Ka inh	-7	-6	9	7	-2
WRN inhibitor	-4%	3%	-2%	-3%	-4%
CCT chaperon mod	-4.2	-5.1	-1.3	-7.0	-17
MmCpn inh	-4%	2%	x	1%	0%
EPAC2 antagonist	4%	-8%	3%	5%	-7%
